# From PubChem BioAssay
# miR-122 sensor: inhibitors of miR-122 in Huh7 cells; 340,000 compounds, 0.3% hits; Huh7 miR-122 Renilla luciferase sensor, 48 h; neutral wells = 0, positive control = 100; activation (reporter increase), % at 12.5 µM; AID 602342;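 active means mean replicate activation score at least 90 and every replicate individually at or above 90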;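 further: higher luciferase means less miR-122 activity so hits act as miR-122 inhibitors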
# PglD inh: blocks C. jejuni PglD acetyltransferase activity | purified PglD enzyme, DTNB colorimetric CoA detection | inhibition, % at 12.5 µM | 360,000 compounds, 0.098% hits; in the data active means inhibition above about 16%, passing the limit was not always enough; further: strong numbers were not always called active
# GSIS activator: GLuc luminescence reporter in INS-1E cells, primary screen for activators of glucose-dependent secretion of insulin. INS-1E GLuc reporter insulin secretion, 2-3 h. activation, % at 16.6 µM. 370,000 compounds, 0.61% hits;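 active means lowest replicate activation of at least 40%, so every replicate reaches that level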;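 further: 0% = median of neutral control wells and 100% = median of IBMX positive control wells; some compounds called inactive have numbers as strong as hits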
# Cneo AK release: causes C. neoformans cell lysis; lysis activity, % at 15 µM; 360,000 compounds, 0.2% hits; adenylate kinase release luminescence, 4 h; normalised: neutral wells 0, clomiphene wells 100;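 active means mean lysis activity across replicates of at least 80%, whatever share of replicates individually reach that level; inactive means mean lysis activity below 80%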
#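 Material: C. neoformans cells | Amount: Yeast cell density of 5 × 10^6 cells/mL | Medium: Fresh YPD growth medium | Dosing: Single dose | Times: Static 4 h at 37 °C with compound, 1 h detection | Detection: AK luminescence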
# PGC1a acetyl inh: modulators of PGC1a acetylation. AID 651687. U2OS PGC1a acetylation, AlphaScreen anti-acetyl-lysine; with virally co-expressed GCN5 acetyltransferase. 350,000 compounds, 0.17% hits. inhibition, % at 15.6 µM;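 active means every replicate shows inhibition of at least 40%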;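 further: 0% = neutral control wells and 100% = positive control wells; some results beyond the cut were filed as inactive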
# CFTR F508del cor: correctors of CFTR F508del function in bronchial epithelial cells; AID 720511; 350,000 compounds, 0.36% hits; CFBE cells, YFP halide quenching; stimulated with forskolin plus potentiator P3; % fluorescence drop versus neutral controls; activity (quench increase), % at 7.58 µM;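 active means mean added fluorescence quench of at least 8% versus neutral control, with both replicates also reaching 8%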;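 further: cells transiently co-express mutant CFTR-F508del with the halide-sensitive YFP; corrector assay measuring rescue of mutant channel to the surface after 24 h compound exposure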
# C2C12 statin: protects C2C12 myotubes from simvastatin toxicity | ATP luminescence, 48 h; scaled: DMSO 0, geranylgeraniol control 100 | rescue of ATP level, % at 7.49 µM | 330,000 compounds, 0.78% hits;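 active means mean ATP rescue above about 67%, or every replicate alone reaching that limit, limit read from the data, passing the limit was not always enough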;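 further: myotubes were challenged with 10 µM simvastatin during compound exposure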
# FN deposit inh: fibronectin deposition inhibition; 350,000 compounds, 0.086% hits; AH1F fibroblasts, Alexa488-fibronectin deposition fluorescence, overnight; AID 743247; inhibition, % at 12.6 µM;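 active means mean inhibition across replicates of 30% or more, regardless of how many single replicates reach that level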;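 further: positive control wells lacked labelled fibronectin entirely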
#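 material = AH1F fibroblast monolayer depositing Alexa488-labelled fibronectin into matrix | amount = 10000 AH1F cells/well | buffer or medium = DMEM plus 2% serum, read in PBS | incubation = 1 h cell adhesion before compound, then overnight fibronectin incubation | detection = fluorescence at 485 nm excitation, 525 nm emission | evaluation = percent inhibition as loss of matrix-bound fibronectin fluorescence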
# Active calls of the source: *; . = no result given; [ ] = dose if it differs, or a comment. Not a hit list. About 2.1% of those tested had a hit in this group.
no.	Structure	miR-122 sensor	PglD inh	GSIS activator	Cneo AK release	PGC1a acetyl inh	CFTR F508del cor	C2C12 statin	FN deposit inh
1	O=S(=O)(c1cccc2ccccc12)N1CCCCC1	6	-2	-5	-1	-3	0.7	1	-5
2	CS(=O)(=O)N(CC(=O)N1CCCC1)c1cc(Cl)ccc1Cl	.	3	-12	0	.	-10	3	-1
3	Cc1ccc(-n2c(=O)c3c(n4cnnc24)-c2ccccc2CC32CCCCC2)cc1	4	10	10	0	.	.	.	3
4	O=c1cc(CN2CCN(c3ccccc3F)CC2)c2cc(O)c(-c3ccccc3)cc2o1	55	-1	-15	4	.	0.8	.	-2
5	C[C@H](CO)N1C[C@H](C)[C@H](CN(C)Cc2ccc(Cl)c(Cl)c2)Oc2c(NS(C)(=O)=O)cccc2C1=O	13[16.7 µM]	3	-2	3	-1	-2.1	18	.
6	CCOC(=O)c1ccc(CNC(=O)C2CCC(=O)N(Cc3cccc(OC)c3)C2)o1 (stereo unspecified)	-4	-2	.	0	0	-1.4	-3	6
7	C[C@@H]1CN([C@H](C)CO)C(=O)c2cc(C#Cc3ccccc3)cnc2O[C@@H]1CN(C)C(=O)CN(C)C	-9[16.7 µM]	0	2	0	9	1.2	-13	4
8	COc1ccc(-c2cc3nc(C)c(CCC(=O)NC(C)CCc4ccco4)c(C)n3n2)c(OC)c1 (stereo unspecified)	-5	3	2	-1	.	.	.	-2
9	C[C@H]1CCCCO[C@@H](CN(C)C(=O)Nc2ccc3c(c2)OCO3)[C@@H](C)CN([C@@H](C)CO)C(=O)c2cc(NC(=O)Nc3ccccc3)ccc2O1	5[16.7 µM]	-3	13	-1	13	0.3	.	7
10	COc1ccc(N2CCN(C(c3ccccc3OC)c3nnnn3C3CCCC3)CC2)cc1 (stereo unspecified)	6	-3	.	-1	-15	.	-3	.
11	Cc1c(C(=O)OC2CCC(C)CC2)[nH]c2c1C(=O)CCC2 (stereo unspecified)	3	-9	7	2	.	4.0	-8	-7
12	CC1(C)NC(=O)N(CC(=O)N2CCN(c3cccc(Cl)c3)CC2)C1=O	.	-3	.	-1	5	.	7	.
13	CC(C)NC(=O)CN1CCC(c2nc3ccccc3[nH]2)CC1	0	4	12	2	9	0.2	4	-20
14	C#CCn1c(=NC(=O)c2cc(Cl)sc2Cl)sc2cc(S(N)(=O)=O)ccc21	5	2	11	5	-2	3.1	8	-2
15	C/C(O)=C(\N=Nc1cc(C)ccc1O)C(N)=O	1	.	-13	.	-3	1.2	.	6
16	COc1cccc(Cn2cc(/C=N/NC(=O)c3cc(O)cc(O)c3)c3ccccc32)c1	2	4	8	5	3	-1.5	.	-1
17	O=C(O)c1ccccc1C(=O)NCCc1c(C(=O)O)[nH]c2ccc(Cl)cc12	.	.	-13	.	11	0.0	.	7
18	Cn1c(SCc2nc3ccccc3c(=O)[nH]2)nnc1-c1ccco1	-3	-6	5	-2	-12	.	-7	.
19	Cc1ccnc(SCc2cc(=O)c(OC(=O)c3ccccc3)co2)n1	-1	.	4	.	.	3.1	5	-1
20	CCCCn1c(N)c(N(CCC(C)C)C(=O)CN2C(=O)C3CCCCC3C2=O)c(=O)[nH]c1=O (stereo unspecified)	.	.	-13	-2	.	1.0	.	-1
21	CCCC(=O)N1CCN(c2ccc(NC(=S)NC(=O)CC)cc2)CC1	0	3	1	9	-4	.	17	6
22	C[C@@H](NC(=O)C[C@H]1CC[C@@H](NC(=O)Nc2ccc3c(c2)OCO3)[C@@H](CO)O1)c1ccccc1	2[16.7 µM]	0	12	-1	2	0.0	12	-6
23	COc1ccccc1N(CC(=O)NC1CCCC1)S(=O)(=O)c1cccc(C(F)(F)F)c1	3	3	3	1	-9	-0.8	8	3
24	CCC(Cc1ccccc1)NCc1c(C(=O)O)c(C)n(Cc2ccccc2)c1C (stereo unspecified)	.	.	-11	.	-1	2.3	.	0
25	COc1ccc(CCC(=O)Nc2ccc(S(=O)(=O)N3CCOCC3)cc2)cc1OC	4	4	.	0	3	2.7	0	7
26	CN(C)C(=O)c1cccc(-c2ccc3c(c2)[C@@H]2[C@@H](CCN2S(=O)(=O)c2ccccc2)[C@H](CO)N3)c1	-11[16.7 µM]	-2	7	3	1	-0.6	5	14
27	COc1cccc(OC)c1C(=O)OCC(=O)NCCCc1ccccc1	4	2	-5	-2	-9	-2.1	5	2
28	C/C=C/c1cnc2c(c1)C(=O)N([C@@H](C)CO)C[C@@H](C)[C@H](CN(C)C(=O)Cc1ccccn1)O2	.	-3	10	-1	4	-1.1	4	.
29	CCOc1ccccc1NC(=O)CSc1nnc(-c2cnccn2)n1CC	1	3	.	-3	-1	.	13	7
30	CN(C(=O)c1ccco1)c1nc(-c2ccc(Cl)cc2)cs1	.	1	-11	0	.	0.9	-4	2
31	CN1C(=O)c2cc(NC(=O)c3ccc(C#N)cc3)ccc2OC[C@H]2O[C@@H](CC(=O)NC3Cc4ccccc4C3)CC[C@@H]21	-17[16.7 µM]	-3	-10	-1	-2	0.3	52	-1
32	Cc1cc(C)c(S(=O)(=O)NCC(c2ccco2)N2CCc3ccccc3C2)c(C)c1 (stereo unspecified)	18	-1	5	-1	-9	2.6	6	-5
33	CC[C@@H](C)[C@H](NC(=O)CNC(=O)Cc1c(C)c2c(cc(C)c3c(C)coc32)oc1=O)C(=O)O	-4	3	34	-5	.	3.8	4	6
34	CC(=O)Nc1ccccc1-c1nc2ccc(C(=O)N3CCN(c4cc(C)ccc4C)CC3)cc2[nH]c1=O	-2	0	.	0	3	-1.0	7	1
35	CN1CCC(C)(C(=O)Nc2cccc3c2CCCC3)C1 (stereo unspecified)	-3	-2	1	1	10	1.5	14	1
36	Cc1nc(N)sc1Cc1ccc2c(c1)OCO2	-8	3	-4	10	-8	.	.	.
37	O=C(Nc1ccccc1)Nc1nnc(-c2cccs2)s1	14	-1	69*	0	-5	.	.	-6
38	Cc1ccc(S(=O)(=O)NNC(=O)Nc2cccc(C)c2C)c(C)c1	.	-1	-7	1	.	-0.6	.	.
39	C[C@H](CO)N1C[C@H](C)[C@@H](CN(C)C(=O)C2CCOCC2)Oc2cc(C3=CCCCC3)ccc2S1(=O)=O	-10[16.7 µM]	-2	0	-2	0	-3.8	-6	5
40	COc1ccc2nc(SCC(=O)N(C)C3CCCCC3)[nH]c2c1	-2	3	-8	0	1	-1.4	2	-15
41	C/C=C/c1cnc2c(c1)C(=O)N([C@H](C)CO)C[C@@H](C)[C@H](CN(C)Cc1ccc(F)cc1)O2	9[16.7 µM]	0	-6	42	-17	-2.4	16	.
42	Cc1ccc(CNC(=O)Nc2ccc(C)cc2)cc1	1	.	-1	.	9	2.2	0	-4
43	O=C(NCC(c1ccc(F)cc1)N1CCOCC1)c1nn(-c2ccccc2)c(=O)c2ccccc12 (stereo unspecified)	4	6	-24	-1	0	1.4	6	7
44	COc1ccc(Nc2nc(-c3ccccc3)nc3ccccc23)c(OC)c1	-2	6	2	4	-13	0.6	-11	18
45	COCCNC(=O)CCCCCN1C(=O)CCC1=O	2	6	.	2	-2	.	-8	.
46	S=c1[nH]cc(Oc2ccc(Cl)cc2Cl)c(=S)[nH]1	-4	-1	.	12	4	-0.1	5	-14
47	CN1CCN(CCNC(=O)Nc2ccccc2C(F)(F)F)CC1	-4	-14	.	2	-2	.	51	.
48	O=C(c1ccc2c(c1)OCO2)C1CCCN(C2CCN(CCc3ccccc3)CC2)C1 (stereo unspecified)	-3	.	-5	.	-20	-1.6	.	-12
49	CNC(=O)C[C@@H]1CC[C@H]2[C@@H](COC[C@@H](O)CN2S(=O)(=O)c2ccc(Oc3ccccc3)cc2)O1	2[16.7 µM]	-1	5	3	0	0.7	5	5
50	CC(=O)c1cccc(NC(=O)CSc2n[nH]c(-c3ccncc3)n2)c1	.	-3	-21	1	.	3.4	1	-2

# Of the compounds above, these contain two or more sulfur atoms.
no.	Structure	miR-122 sensor	PglD inh	GSIS activator	Cneo AK release	PGC1a acetyl inh	CFTR F508del cor	C2C12 statin	FN deposit inh
14	C#CCn1c(=NC(=O)c2cc(Cl)sc2Cl)sc2cc(S(N)(=O)=O)ccc21	5	2	11	5	-2	3.1	8	-2
37	O=C(Nc1ccccc1)Nc1nnc(-c2cccs2)s1	14	-1	69*	0	-5	.	.	-6
46	S=c1[nH]cc(Oc2ccc(Cl)cc2Cl)c(=S)[nH]1	-4	-1	.	12	4	-0.1	5	-14

# Going on with the list.
no.	Structure	miR-122 sensor	PglD inh	GSIS activator	Cneo AK release	PGC1a acetyl inh	CFTR F508del cor	C2C12 statin	FN deposit inh
51	COc1ccc([N+](=O)[O-])cc1NC(=O)CSc1ccccc1	-3	0	.	-1	-1	.	.	-6
52	COc1ccc(CN(C)C[C@H]2Oc3ccc(NC(=O)Cc4cn(C)c5ccccc45)cc3CC(=O)N([C@H](C)CO)C[C@H]2C)cc1	-7[16.7 µM]	-3	-16	-4	0	3.4	58	.
53	[O-]/C(=C(\C(=S)NCc1ccco1)[n+]1ccccc1)c1ccccc1Br	0	2	17	0	11	.	.	.
54	CCC1=C2CC[C@H]3C(=O)N(CC(=O)OC)C(=O)[C@H]3[C@H]2[C@@]2(C)C(=NCC(=O)OC)OC(=O)N2C1=O	1	-5	.	0	-5	0.9	-1	-19
55	Cc1ccc(S(=O)(=O)n2nc(C)c(S(=O)(=O)N3CCCCC3)c2C)cc1	-2	-2	-7	3	-3	-0.1	11	-4
56	Cc1cnc2ncc3sccc3c2c1	-5	.	12	.	5	.	0	.
57	O=C1CC(c2ccc(O)cc2)Oc2ccccc21 (stereo unspecified)	.	2	6	-3	.	-2.5	2	7
58	CC(=O)NC[C@@H]1[C@H](c2ccc(-c3ccccc3F)cc2)[C@H](CO)N1C(=O)C1CC1	14[16.7 µM]	1	-7	6	2	4.2	15	-7
59	Cc1ccc(C(=O)NCC(=O)OCC(=O)Nc2ccc(Cl)cn2)cc1	-3	1	-8	-1	0	1.9	22	-3
60	O=[N+]([O-])c1ccc(Nc2cccc(F)c2)nc1	16	-1	-14	1	-16	-1.0	4	3
61	COc1ccc(S(=O)(=O)Nc2ccc3c(c2)CC(=O)N([C@@H](C)CO)C[C@@H](C)[C@@H](CN(C)S(=O)(=O)c2cn(C)cn2)O3)cc1	6[16.7 µM]	.	20	.	3	-1.5	1	0
62	O=C1C(=O)N(Cc2ccccc2)C(c2cccc(O)c2)/C1=C(\O)c1ccc2c(c1)OCCO2 (stereo unspecified)	-5	0	.	-3	5	-3.6	4	-6
63	COc1ccc(CC(NC(C)=O)C(=O)NC2CCN(C(=O)Nc3ccccc3C)CC2)cc1OC (stereo unspecified)	.	3	-16	2	.	-2.0	3	-1
64	O=C(NCc1ccccc1)N1CCN(c2ccc(F)cc2)CC1	-10	5	4	-2	-8	.	.	.
65	O=C(NN1C(=O)C2C(c3ccccc3)C=CC(c3ccccc3)C2C1=O)c1ccccc1 (stereo unspecified)	0	.	-9	.	.	.	5	0
66	Cc1ccc(S(=O)(=O)N2C[C@H]3[C@H]4C(=O)N(c5ccccc5)C(=O)[C@H]4CC(=O)[C@H]3[C@@H]2c2ccc(Cl)cc2)cc1	-3	-2	.	-11	-4	-1.0	5	4
67	O=S(=O)(c1ccccc1)N1CCCCN2[C@H](CO)[C@H](c3ccc(C#CC4CCCC4)cc3)[C@@H]2C1	4[16.7 µM]	0	-2	5	-8	-2.3	4	-4
